TRPM1 prom inh – inhibitors of MITF-driven TRPM1 promoter in melanoma cells; SK-MEL-5 TRPM1 promoter luciferase, 24 h; inhibition, % at 12.5 µM; 330,000 tested, 0.83% active; AID 488899;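 active = mean inhibition across replicates of 60% or more, whatever share of single replicates reaches that level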; also: values of inactives mirror those of a sister screen read the other way
CF NFkB inh – cystic fibrosis NF-kB activation inhibition; KKLEB NF-kB-GFP reporter, PAF-induced, GFP fluorescence overnight; inhibition, % at 5 µM; 360,000 tested, 0.86% active; AID 588850;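 active = at least 50% inhibition at 5 µM, scaled per plate between neutral and stimulator controls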;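 also: PAF is a Pseudomonas aeruginosa culture filtrate used as stimulus; plate controls were PAF-stimulated DMSO wells for no effect and unstimulated DMSO wells for full effect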
KKLEB cytotox – reduces viability of KKLEB cystic fibrosis airway cells | KKLEB CF airway cells viability, ATPlite luminescence, overnight; stronger effect = lower value; cells stimulated with P. aeruginosa culture filtrate | activity change (cytotoxicity), % at 5 µM | 360,000 tested, 0.36% active;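 active = corrected activity change at or below -50% at 5 µM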
Peg3 prom inh – reduces Peg3 promoter-driven luciferase expression in HeLa; 360,000 tested, 1.7% active; AID 588405; HeLa PEG-Prom luciferase reporter, luminescence, overnight; inhibition, % at 20 µM;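 active = inhibition of at least 50% at 20 µM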
Vif imaging – blocks HIV Vif function; HEK293T cells, Vif self-association by quenched fluorescence, imaging, 24 h; inhibition, % at 7.49 µM; 340,000 tested, 0.35% active; AID 602346; in the data active = inhibition above about 50%, passing the limit was not always enough; also: some results filed as inactive read as strong as hits
Shn3 3UTR inh – reduces Shn3 3'UTR luciferase signal in osteoblasts. AID 588674. inhibition, % at 12.5 µM. 360,000 tested, 0.52% active. Clone20 osteoblast Shn3 3'UTR firefly luciferase, 24 h;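 active = mean inhibition of at least 75% with every replicate also reaching 75%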;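 also: 0% = median of neutral control wells and 100% = pilot-screen positive control compound; some compounds past the cut are filed as inactive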
NR2E3 ag-1 – agonists of human nuclear receptor NR2E3. 320,000 tested, 0.12% active. AID 2300. GST-NR2E3/biotin-RetCOR TR-FRET, 1536-well. inhibition of corepressor binding, % at 4.78 µM;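 active = percent inhibition above the cutoff of mean plus 3 SD of all tested compounds, set per screening campaign, cut at about 20% in these data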;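 also: 0% = DMSO wells and 100% = biotin wells as full block of FRET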
Target sequence (Q9Y5X4 whole entry, looked up): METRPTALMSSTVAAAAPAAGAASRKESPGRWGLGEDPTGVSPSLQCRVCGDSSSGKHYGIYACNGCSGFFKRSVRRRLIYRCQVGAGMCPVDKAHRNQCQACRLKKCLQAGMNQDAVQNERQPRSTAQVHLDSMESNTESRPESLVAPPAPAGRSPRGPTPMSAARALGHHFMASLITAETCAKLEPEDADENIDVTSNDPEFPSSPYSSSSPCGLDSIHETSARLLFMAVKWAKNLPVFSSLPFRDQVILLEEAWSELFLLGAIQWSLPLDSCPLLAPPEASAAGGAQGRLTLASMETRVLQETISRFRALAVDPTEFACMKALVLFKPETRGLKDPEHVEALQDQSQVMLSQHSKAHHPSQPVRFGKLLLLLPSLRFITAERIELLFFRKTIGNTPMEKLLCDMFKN
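Assay system: NR2E3–RetCOR corepressor complex. Quantity: 1.35 nM GST-NR2E3. Buffer or medium: pH 7.5 Tris-based buffer. Reagent: biotinylated RetCOR corepressor at 7 nM final. Schedule: 5 h at 4 °C. Detection: TR-FRET, emission read at 617 and 671 nm. Replicates: one well per compound, singlicate testing.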
CaV13 FRET inh – Primary screen for inhibitors of IQ motif and Ca2+-dependent inactivation inhibitor domain binding in CACNA1D, Förster resonance energy transfer in living cells, …. AID 743397. inhibition, % at 12.3 µM. HEK cells, CFP/YFP FRET ICDI-IQ, plate reader, 10 min; percent FRET-ratio fall versus neutral wells. 340,000 tested, 0.098% active;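 active = mean replicate inhibition of at least 30% and at least 1% of replicates passing that level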;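 also: 0% = median of the neutral control wells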
HIF-2a inh – inhibitors of HIF-2a; 786-0 RCC cells HIF-2a reporter, luciferase luminescence, overnight; inhibition, % at 18.8 µM; 360,000 tested, 0.72% active; AID 624352;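 active = inhibition of the luminescence signal of 40% or more relative to plate controls, in a single-dose primary screen at 18.75 µM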
NR2E3 ag-2 – agonists of human NR2E3 nuclear receptor; Q9Y5X4; CHO-S Gal4-NCOR/VP16-NR2E3 two-hybrid, luciferase; inhibition of corepressor binding, % at 3.98 µM; 360,000 tested, 0.35% active; AID 602229;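 active = inhibition above the mean of all tested compounds plus 3 SD, cut at about 70% in these data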;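 also: 0% = DMSO with NR2E3 transfected cells and 100% = cells lacking NR2E3 construct; higher means lower luciferase signal from less NR2E3 corepressor binding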
PDI inh – blocks human protein disulfide isomerase activity; PDI insulin aggregation turbidity, A650, 90 min; inhibition, % at 10 µM; 350,000 tested, 0.052% active;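 active = mean inhibition across replicates of 30% or more, whatever share of single replicates reach that level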;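 also: absorbance from insulin aggregation driven by PDI reduction with DTT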
Target sequence (P07237 whole entry, looked up): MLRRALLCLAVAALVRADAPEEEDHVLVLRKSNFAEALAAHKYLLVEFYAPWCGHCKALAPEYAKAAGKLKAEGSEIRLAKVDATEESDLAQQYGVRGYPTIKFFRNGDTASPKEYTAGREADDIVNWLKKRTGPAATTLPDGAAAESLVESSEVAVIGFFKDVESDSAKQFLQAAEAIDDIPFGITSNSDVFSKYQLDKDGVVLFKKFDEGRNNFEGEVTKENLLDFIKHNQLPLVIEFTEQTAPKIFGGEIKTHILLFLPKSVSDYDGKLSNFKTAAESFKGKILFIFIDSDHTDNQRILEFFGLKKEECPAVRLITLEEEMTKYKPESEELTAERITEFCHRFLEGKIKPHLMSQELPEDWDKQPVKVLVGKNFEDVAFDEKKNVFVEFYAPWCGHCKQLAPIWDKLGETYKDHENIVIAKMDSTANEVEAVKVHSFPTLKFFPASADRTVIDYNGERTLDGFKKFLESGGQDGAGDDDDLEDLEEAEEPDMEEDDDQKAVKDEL
Numbers without * were called inactive; x = no result given.

nr	compound	TRPM1 prom inh	CF NFkB inh	KKLEB cytotox	Peg3 prom inh	Vif imaging	Shn3 3UTR inh	NR2E3 ag-1	CaV13 FRET inh	HIF-2a inh	NR2E3 ag-2	PDI inh
1	CC(=O)Nc1ccc(NC(=O)C2CCCN2S(=O)(=O)c2cccc(C(F)(F)F)c2)cc1 (configuration not stated)	10	-10	-1	5	7	13	1	-6	7	-1	2
2	c1ccc(CN(Cc2ccccc2)c2nn[nH]n2)cc1	-13	3	-6	-4	4	1	0	-9	8	-7	2
3	O=C(NCc1ccccc1)C(=O)NCC1OCCCN1S(=O)(=O)c1cccs1 (configuration not stated)	4	5	25	21	x	8	0	-8	-1	-5	-4
4	COc1cc(-c2c(C#N)c(N)nc(SCc3ccncc3)c2C#N)cc(OC)c1OC	12	1	-6	31	-7	-21	-2	-7	36	-10	8
5	CCN(CC(=O)Nc1c(F)cccc1F)C(=O)C1CC(=O)N(c2ccccc2OC)C1 (configuration not stated)	7	10	-2	13	9	-7	3	-11	3	-4	2
6	COc1ccc(-c2nn(-c3ccccc3)cc2C(=O)NC2CCCCC2C)cc1 (configuration not stated)	-7	11	-8	23	20	25	-2	-6	6	1	9
7	CN(Cc1cccc(F)c1)C(=O)c1cc(=O)[nH]c2ccccc12	-1	0	4	6	-2	4	0	-7	14	-19	-3
8	CC(C)(C)OC(=O)N/N=C\c1ccc(OC(=O)c2cccs2)cc1	-15	3	2	-142	11	-48	0	-3	-125	-18	-4
9	O=C(Nc1cc(S(=O)(=O)N2CCOCC2)ccc1-n1cncn1)c1ccc(Cl)cc1	-12	-5	-8	1	x	4	7	-5	3	14	-5
10	COc1cccc(NC(=S)NCc2ccco2)c1	0	1	-11	-35	2	10	-2	-18	-58	-16	2
11	O=C(OCCOc1ccc(F)cc1)c1ccc(S(=O)(=O)N2CCCC2)cc1	6	16	-12	0	-3	-8	0	-2	-10	-2	-4
12	Cc1noc(C(=O)Nc2sc3c(c2C#N)CCC3)c1Cl	x	27	-16	-43	-11	-26	0	-7	-146	-29	-10
13	O=C(CCCNC(=O)/C(=C/c1ccc(F)cc1)NC(=O)c1ccccc1)OCc1ccccc1	9	-9	7	17	-1	6	2	-6	0	-21	-2
14	C[n+]1ccn(CC(=O)c2ccc(Br)cc2)c1	1	9	18	24	-1	21	-1	-4	9	-21	5
15	COc1ccc(C2c3c(ccc4ccccc34)Oc3ncn4nc(Cc5ccccc5)nc4c32)cc1OC (configuration not stated)	-5	-4	7	1	5	-5	1	-5	10	-20	-5
16	Cc1ccc(S(=O)(=O)N2CCN(C(=O)CCOc3cc(C)ccc3C)CC2)cc1	1	2	2	22	-12	11	3	-2	1	2	9
17	COC(=O)CCN1CCC2CC1c1cc(Cl)ccc12 (configuration not stated)	0	6	5	6	-3	-9	x	-5	8	-2	6
18	CC(C)NC(=O)NC(=O)COC(=O)CCCSc1nc2ccccc2s1	0	9	14	-1	7	-3	-6	8	13	-9	15
19	CCc1cccc(NC(=O)c2cc(OC)c(OC)c(OC)c2)c1	3	-10	-5	-16	9	-12	0	11	-12	-34	0
20	O=c1[nH]c(/C=C/c2ccc([N+](=O)[O-])cc2)c([N+](=O)[O-])c(=O)[nH]1	-1	16	-9	2	2	9	x	7	9	-20	6
21	O=C1CN(C(=O)c2ccc(Br)o2)C(c2ccc(F)cc2)c2cc(F)ccc2N1 (configuration not stated)	7	17	1	18	-3	-9	2	-9	9	-7	0
22	CC(C)c1onc(C(=O)N2CCN(c3ccccc3)CC2)c1[N+](=O)[O-]	-2	23	0	-8	6	7	-5	-6	0	-15	-4
23	Cc1cc(OCCn2nc(C(=O)O)c3ccccc3c2=O)ccc1C(C)C	-3	2	-14	-14	-6	-6	x	-2	-20	-43	-4
24	O=C1CSC(=S)N1c1ccccc1	0	4	-10	11	33	21	x	-6	10	-22	-2
25	CC1CCCCN1CCNC(=O)CN1C(=O)COc2ccccc21 (configuration not stated)	4	3	2	16	9	-3	1	x	24	1	1
26	CCO[C@H]1OC(C(=O)NC2CC2)=C[C@@H](c2coc3ccccc3c2=O)[C@@H]1CCCO	7	1	3	9	-2	-6	0	-12	0	10	-26
27	COC(=O)N/N=C(\C)c1cccc(C(F)(F)F)c1	-21	-11	-12	-23	3	-14	-3	5	-23	-25	3
28	CC1CC(=O)c2cnc(N)nc2C1 (configuration not stated)	7	4	-2	8	-1	-5	-5	-4	9	2	-4
29	O=C(Nc1ccc(Oc2ccc(Cl)cc2)cc1)c1ncn[nH]1	-17	2	2	-7	x	x	1	x	-39	28	-1
30	CC(C)CCNC(=O)CCCC1=NS(=O)(=O)c2ccccc2N1	9	0	2	-5	1	-4	-2	-3	7	-3	4
31	Cc1ccc(C(=O)O/N=C(\N)c2ccc(Br)cc2)cc1	-83	-23	18	-320	39	-67	2	x	-253	-63	-2
32	CCN(CC(=O)Nc1ccc(S(=O)(=O)N2CCCC2)cc1)CC(=O)Nc1ccccc1C(F)(F)F	28	13	-2	8	-14	10	x	-5	11	-13	4
33	O=C(CCCOc1ccc(Cl)cc1Cl)n1nnc2ccccc21	3	-4	-4	17	-2	22	-3	-7	-12	-24	-4
34	C=CCn1c(NC(=O)c2ccc(C)cc2)nc2ccccc21	-17	8	-1	-128	-5	-37	-1	-20	-157	-16	-1
35	CN(C)CC(=O)Nc1ccc2cn[nH]c2c1	22	-1	-3	1	x	18	1	-4	8	-47	-6
36	CC(=O)OCc1cc(-c2nn(C)c(=O)c3ccccc23)ccc1C	-18	14	-1	-3	0	6	1	-6	9	-12	-4
37	C[C@@H]1C=C(C(=O)NCc2ccccc2)O[C@H](OCc2ccc(CO)cc2)C1	-11	7	13	-10	6	-15	3	-5	-11	3	0
38	Nc1ccc2c(c1)N1CCN=C1S2	-10	-4	4	-4	0	-7	-1	-4	4	-10	1
39	OCCNCCOc1ccccc1-c1ccccc1	8	13	1	5	5	-10	1	-5	14	-6	-2
40	COc1ccccc1OCCOCCOc1ccc(C)cc1[N+](=O)[O-]	-2	2	11	12	-4	-2	-5	-2	-12	0	7
41	Cn1nccc1NS(=O)(=O)c1ccc(C(C)(C)C)cc1	-9	2	-5	10	0	11	0	-5	8	-19	14
42	NC(=O)C1CCN(S(=O)(=O)c2ccccc2[N+](=O)[O-])CC1	-7	-12	3	5	-2	-18	-2	-20	18	4	0
43	CCOc1ccc(NC(=O)C2CCCN2C(=O)OCc2ccccc2)cc1 (configuration not stated)	10	20	-3	-1	-3	1	4	x	8	25	0
44	Cc1nc2n(n1)CC(O)CS2 (configuration not stated)	5	-15	14	-6	9	-2	4	-6	12	9	0
45	O=C(COc1ccc(Br)cc1CO)Nc1ccccc1	-46	-6	10	-149	-16	-81	4	-5	-150	-50	-4
46	Cc1ccc[n+](CC(=O)c2ccc(NC(=O)c3ccccc3)cc2)c1	2	15	0	10	22	8	2	3	10	11	9
47	Cc1ccccc1OCc1nc(-c2ccc(Br)o2)no1	-51	-14	4	-245	4	-29	0	-5	-244	-37	0
48	CSc1c(CC(=O)Nc2ccc(F)cc2)n(Cc2ccccc2)c2ccccc12	0	18	0	19	0	24	-1	-3	0	-14	-3
49	O=C(O)c1ccc(NS(=O)(=O)c2ccc(N3C(=O)CCC3=O)cc2)cc1	7	-14	5	12	18	-11	0	-4	2	-6	-19
50	O=C(Cn1c(=O)oc2cc(S(=O)(=O)N3CCCC3)ccc21)N1CCN(c2ccccn2)CC1	3	9	2	17	11	-2	3	-6	8	7	-6
51	NC(=O)COc1ccccc1/C=C1/SC(=O)N(CC(=O)N2CCc3ccccc3C2)C1=O	-9	-7	0	5	3	6	-4	-7	32	9	-5
52	COC(=O)c1cc(S(=O)(=O)NCC2CCN(CCc3ccc(OC)cc3)CC2)cn1C	0	-10	3	1	0	-18	-4	-2	2	10	-1
53	Clc1ccc(SCCOCCN2CCCCCC2)cc1	-4	-11	3	6	7	9	2	-2	13	18	2
54	O=C(Cc1cccc(NC(=O)C2CCCN(C(=O)c3ccccc3)C2)c1)Nc1cccc(C(=O)N2CCCCC2)c1 (configuration not stated)	3	-12	-7	-5	-8	2	x	-5	10	-47	-5

Full records, looked up by structure. Screens in order: TRPM1 prom inh	CF NFkB inh	KKLEB cytotox	Peg3 prom inh	Vif imaging	Shn3 3UTR inh	NR2E3 ag-1	CaV13 FRET inh	HIF-2a inh	NR2E3 ag-2	PDI inh
OCCNCCOc1ccccc1-c1ccccc1 reads 8	13	1	5	5	-10	1	-5	14	-6	-2
NC(=O)C1CCN(S(=O)(=O)c2ccccc2[N+](=O)[O-])CC1 reads -7	-12	3	5	-2	-18	-2	-20	18	4	0
Cc1ccc(C(=O)O/N=C(\N)c2ccc(Br)cc2)cc1 reads -83	-23	18	-320	39	-67	2	x	-253	-63	-2
O=C(COc1ccc(Br)cc1CO)Nc1ccccc1 reads -46	-6	10	-149	-16	-81	4	-5	-150	-50	-4
CCOc1ccc(NC(=O)C2CCCN2C(=O)OCc2ccccc2)cc1 (configuration not stated) reads 10	20	-3	-1	-3	1	4	x	8	25	0

2 compounds picked at random from those above, as already listed:
nr	compound	TRPM1 prom inh	CF NFkB inh	KKLEB cytotox	Peg3 prom inh	Vif imaging	Shn3 3UTR inh	NR2E3 ag-1	CaV13 FRET inh	HIF-2a inh	NR2E3 ag-2	PDI inh
32	CCN(CC(=O)Nc1ccc(S(=O)(=O)N2CCCC2)cc1)CC(=O)Nc1ccccc1C(F)(F)F	28	13	-2	8	-14	10	x	-5	11	-13	4
41	Cn1nccc1NS(=O)(=O)c1ccc(C(C)(C)C)cc1	-9	2	-5	10	0	11	0	-5	8	-19	14

A draw from above in order of number of heavy atoms, smallest number first.
nr	compound	TRPM1 prom inh	CF NFkB inh	KKLEB cytotox	Peg3 prom inh	Vif imaging	Shn3 3UTR inh	NR2E3 ag-1	CaV13 FRET inh	HIF-2a inh	NR2E3 ag-2	PDI inh
35	CN(C)CC(=O)Nc1ccc2cn[nH]c2c1	22	-1	-3	1	x	18	1	-4	8	-47	-6
39	OCCNCCOc1ccccc1-c1ccccc1	8	13	1	5	5	-10	1	-5	14	-6	-2
36	CC(=O)OCc1cc(-c2nn(C)c(=O)c3ccccc23)ccc1C	-18	14	-1	-3	0	6	1	-6	9	-12	-4

Screening results: PubChem, several laboratories
